Screening results: PubChem BioAssay, The Scripps Research Institute Molecular Screening Center
V1aR counter: V1a receptor agonism, counter-screen for OXTR agonists; activation, % at 3 µM; P37288; 0.25% of 320,000 active; CHO-V1R cells, Fluo-8 calcium fluorescence, agonist mode; 0% DMSO, 100% 3 nM vasopressin;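 active = activation above the mean activation of all tested compounds plus 3 SD, per screening run, cut at about 20% in these data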;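 note: signal is peak over basal fluorescence ratio across a 100 second FLIPR read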
OXTR potentiate: potentiators of human oxytocin receptor | CHO-OTR cells, Fluo-8 calcium fluorescence, potentiator mode; 0% = oxytocin EC15, 100% = EC100 | activation, % at 3 µM | 0.061% of 320,000 active | P30559;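 active = activation above that plate's cutoff, the mean activation of tested compounds plus 3 SD, cut at about 6.6% in these data, passing the limit was not always enough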;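 note: 100% uses oxytocin at 75 nM as the full agonist control; some results filed as inactive read as strong as hits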
Target sequence (P30559 whole entry, looked up): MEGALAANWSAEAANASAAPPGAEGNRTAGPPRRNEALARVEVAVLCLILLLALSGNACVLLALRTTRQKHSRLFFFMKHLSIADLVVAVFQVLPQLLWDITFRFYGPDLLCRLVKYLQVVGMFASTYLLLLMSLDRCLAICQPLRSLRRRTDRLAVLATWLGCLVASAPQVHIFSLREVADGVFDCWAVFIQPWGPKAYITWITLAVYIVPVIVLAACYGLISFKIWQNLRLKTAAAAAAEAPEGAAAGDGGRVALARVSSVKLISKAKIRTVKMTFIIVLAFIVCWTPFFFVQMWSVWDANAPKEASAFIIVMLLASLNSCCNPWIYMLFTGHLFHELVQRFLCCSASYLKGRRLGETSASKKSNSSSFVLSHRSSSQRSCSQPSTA
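Material: CHO-OTR cells, human receptor; compound dosing: single dose, 3.0 µM nominal final compound concentration; schedule: 6 min compound pre-incubation at room temperature, 100 s kinetic read; measured by: kinetic Fluo-8 calcium fluorescence; read-out basis: % activation vs EC15 and EC100 oxytocin; controls: EC15 oxytocin alone as 0%, 75 nM oxytocin as 100%; replicates: singlicate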
TAAR1 antagonist: antagonists of human TAAR1; CHO RD-HGA16 TAAR1, Fluo-8 calcium fluorescence, antagonist; inhibition, % at 3 µM; 1.5% of 360,000 active; AID 624466;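 active = inhibition above a per-plate cutoff, the mean inhibition of test compounds on that plate plus 3 SD, cut at about 49% in these data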;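 note: 0% = DMSO plus EC80 beta-PEA response and 100% = DMSO alone without agonist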
Target sequence (Q96RJ0 whole entry, looked up): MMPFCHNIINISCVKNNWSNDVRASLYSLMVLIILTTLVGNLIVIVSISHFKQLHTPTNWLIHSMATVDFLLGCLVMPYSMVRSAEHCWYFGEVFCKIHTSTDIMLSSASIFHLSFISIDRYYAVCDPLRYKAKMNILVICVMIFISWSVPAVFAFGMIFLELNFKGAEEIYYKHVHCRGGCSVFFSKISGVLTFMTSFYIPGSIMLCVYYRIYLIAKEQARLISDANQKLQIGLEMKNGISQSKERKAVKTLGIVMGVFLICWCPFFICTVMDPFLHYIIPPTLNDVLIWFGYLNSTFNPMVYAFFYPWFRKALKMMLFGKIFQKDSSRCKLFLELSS
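test system = CHO RD-HGA16 cells bearing hTAAR1 | replication = singlicate | controls = DMSO-only wells and EC80 β-PEA-stimulated wells | reagent = EC80 β-phenethylamine stimulus | read-out basis = percent inhibition of PEA-evoked calcium signal, max/basal emission ratio | schedule = seeding 17-24 h prior, 75-min 37 °C, 30-min RT dye loading | signal = kinetic Fluo-8 calcium fluorescence measurement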
TAAR1 agonist: agonists of human TAAR1; Q96RJ0; CHO RD-HGA16 TAAR1, Fluo-8 calcium fluorescence; vehicle wells 0%, saturating PEA agonist 100%; activation, % at 3 µM; 0.99% of 360,000 active;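 active = activation above the mean activation of all test compounds in the run plus 3 SD, cut at about 38% in these data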
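test system = CHO RD-HGA16 cells carrying human TAAR1 plus Gα16 | schedule = 17-24 h seeding, 75 min 37 °C dye, 30 min RT | compound dosing = 3 µM single concentration | control set = DMSO and PEA EC100 | replicates = n 1 | signal = Fluo-8 fluorescence, 5 s baseline then 140 s kinetic read | measure = percent activation vs PEA EC100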
CHO-K1 Ca antag: M1 antagonist counterscreen hit in parental CHO-K1 cells. AID 602250. 0.6% of 360,000 active. ATP-induced calcium, Fluo-8 fluorescence. inhibition, % at 3 µM;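 active = inhibition above a per-plate cutoff, the plate's mean sample inhibition plus 3 SD, cut at about 24% in these data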;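 note: 0% = DMSO plus EC80 ATP and 100% = DMSO alone without ATP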
CHO parental Ca: counter-screen: ATP calcium response change in parental CHO cells. AID 463079. parental CHO-K1, ATP-induced calcium, Fluo-8 fluorescence. 0.63% of 330,000 active. inhibition, % at 5.6 µM;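 active = inhibition above that plate's mean sample inhibition plus 3 SD, cut at about 26% in these data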;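 note: 0% = ATP-challenged DMSO wells and 100% = DMSO wells without ATP; some compounds past the cut are filed as inactive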
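Assay system – parental CHO cells · Reagent – ATP stimulus · Detection – intracellular calcium via Fluo-8 no-wash fluorescent dye · Evaluation – percent inhibition of ATP-evoked calcium rise, normalized to controls · Controls – ATP wells versus no-ATP DMSO wells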
M1 ag parental: M1 agonist counterscreen hit in parental CHO-K1 cells. Fluo-8 calcium fluorescence; scaled to maximal ATP response, vehicle zero. activation, % at 3 µM. 0.48% of 360,000 active. AID 602248; in the data active = activation above about 15%;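 note: untransfected CHO-K1 host cells lacking M1 receptor as counterscreen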
CHRM1 agonist: activates human CHRM1 receptor; P11229; CHO-K1 hM1, Fluo-8 calcium fluorescence, agonist mode; 0% DMSO, 100% acetylcholine EC100; activation, % at 3 µM; 0.33% of 360,000 active; AID 588814;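 active = activation above the run's mean compound activation plus 3 SD, cut at about 16% in these data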;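 note: peak over basal fluorescence ratio within a 140 s kinetic read after compound addition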
M1 PAM parental: nonselective activator or artifact in parental CHO-K1 calcium assay. activation, % at 3 µM. AID 602247. ATP EC20, Fluo-8 calcium fluorescence; 0% at ATP EC20, 100% at ATP max. 0.02% of 360,000 active;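 active = activation above the run cutoff, the mean activation of all test compounds plus 3 SD, cut at about 40% in these data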;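 note: peak over basal fluorescence ratio in a 140 s read after ATP addition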
* = called active by the depositor; / = not tested or not shown. Compounds were not picked by outcome; about 3.3% have a hit in one of these screens.

item	canonical_smiles	V1aR counter	OXTR potentiate	TAAR1 antagonist	TAAR1 agonist	CHO-K1 Ca antag	CHO parental Ca	M1 ag parental	CHRM1 agonist	M1 PAM parental
1	Cc1ccc(/C(N)=N/OC(=O)c2ccc(F)cc2)cc1	-0.3	0	13	6	-24	-5	-0.3	-4	-3
2	CC(=O)NS(=O)(=O)c1ccccc1	-0.2	-7	-10	0	-2	8	0.1	0	2
3	COCCCn1c(=S)[nH]c(C)c(C)c1=O	0.0	3	-10	3	-13	13	0.3	-1	13
4	CN(CC(=O)NCc1ccncc1)S(=O)(=O)c1ccc2ccccc2c1	1.3	-8	-10	8	2	-21	0.9	-10	9
5	CCOc1ccc(-c2cccc(NS(=O)(=O)c3ccc([N+](=O)[O-])cc3)c2)nn1	0.7	-6	-6	-1	-1	-23	-0.2	-2	2
6	Cc1cc2c([nH]c3ccccc32)c2c1OC(C)(C)C=C2	-0.1	-4	-12	4	5	-11	-0.2	-9	9
7	O=c1[nH]c2ccc(Cl)cc2[nH]1	/	/	-6	2	1	/	0.4	0	-7
8	CCCC#CCN1CCN(C23CC4CC(CC(C4)C2)C3)CC1	-1.0	3	-17	2	-6	-26	0.1	-11	-1
9	CSc1nc(-c2ccco2)nn1C(=O)CCc1ccccc1	-0.1	2	-6	4	3	-2	-0.2	-4	7
10	O=C(CN1C(=O)NC2(CCc3ccccc3C2)C1=O)NCC(F)(F)F (configuration not stated)	0.9	-10	-3	3	-4	1	0.0	-4	5
11	N#Cc1nc(N2CCCCC2)nc(N2CCOCC2)n1	-0.8	-2	-8	11	-19	-9	-0.1	-4	4
12	NC(=O)c1cccc2c3c([nH]c12)CCCC3	0.1	-6	/	/	-3	-15	1.0	1	17
13	Cc1ccccc1Nc1nc(N)[nH]c(=O)c1N=O	/	/	-4	0	4	/	0.2	0	8
14	CC(C)(C)C(=O)Nc1cc2c3c(c1)CCC(=O)N3CCC2	1.1	3	-14	3	-17	-2	0.9	-2	3
15	CC1CCC(O)(C(C(=O)O)c2ccccc2)CC1 (configuration not stated)	/	/	-12	2	-6	/	0.2	-2	17
16	Cc1cnccc1CN(C)Cc1nc(Cc2ccccc2Cl)no1	10	-11	12	4	9	18	4.9	-4	-13
17	Cc1ccccc1OCCCN1CCCC1	0.8	-5	-5	20	-12	-8	0.1	-6	15
18	CCc1ccc(Oc2coc3cc(OC(=O)c4cc5ccccc5oc4=O)ccc3c2=O)cc1	1.2	-5	11	0	-6	-8	0.4	-5	9
19	COc1ccccc1C(=O)CC(=O)C(=O)Nc1cccc([N+](=O)[O-])c1C	0.0	-13	5	1	-12	-5	4.1	-3	13
20	O=C(CN1C(=O)NC2(CCCCC2)C1=O)NC1CCCc2ccccc21 (configuration not stated)	-0.6	-3	3	0	-6	-7	1.3	-3	22
21	CCn1ccnc1CN1CCCC(C(=O)c2ccc3c4c(cccc24)CC3)C1 (configuration not stated)	0.6	-8	-28	1	-17	-12	4.2	-7	8
22	CC(=O)Nc1ccc(S(=O)(=O)Nc2nnc(C)s2)cc1	/	/	7	2	-3	/	0.4	1	-4
23	CCCCn1c(N)c(N(CC(C)C)C(=O)c2oc3c(Cl)cccc3c2C)c(=O)[nH]c1=O	-1.4	-6	-29	0	-4	-19	0.5	-1	1
24	Nc1c(C(=O)Nc2ccccc2)nnn1-c1ccc2c(c1)OCCO2	4.8	-9	-1	1	-6	7	5.8	-3	3
25	O=C(Nc1ccc(Br)cc1F)c1sccc1-n1cccc1	-1.1	-3	-1	3	-40	-23	0.4	-4	24
26	Brc1ccc2oc(-c3ccn[nH]3)cc2c1	0.7	-1	-6	2	-12	-6	0.7	-2	12
27	COc1ccc2nc(SCC(=O)c3ccco3)[nH]c2c1	-0.2	-5	-11	9	-6	-8	0.1	-4	8
28	COc1ccccc1CNC(=O)COc1ccc(Br)c(C)c1	0.8	-6	-2	-2	-9	-19	4.2	-4	13
29	O=C(Cn1nc(C(F)(F)F)c2c1CCCC2)Nc1ccc2c(c1)OCO2	2.3	-15	20	37	8	14	0.2	-6	-4
30	CC(C)N1CCC(N2CCN(C3CCCCC3)CC2CCO)CC1 (configuration not stated)	0.4	-13	21	3	16	-3	-0.6	-6	-5
31	CC(C)C(=O)Nc1ccc(C(=O)Nc2nnc(C(C)(C)C)s2)cc1	3.1	-8	4	12	-6	-23	1.1	4	9
32	Cc1ccc(C)c(OCC(=O)N(Cc2nnc(-c3ccccc3Cl)o2)C2CC2)c1	-1.0	-4	-3	-1	23	-23	1.9	-2	-28
33	CCCOC(=O)Cn1c(=O)c2cc3c(=O)n(CC(=O)OCCC)c(=O)c3cc2c1=O	/	/	12	53*	-6	/	1.2	-5	19
34	COc1cc(NS(C)(=O)=O)c(OC)cc1NC(=O)c1cccc(F)c1	0.1	-7	3	4	-19	-12	1.3	0	14
35	CN(C)c1ccc(/C=N/NC(=O)CN(c2cccc(Cl)c2)S(C)(=O)=O)cc1Br	0.6	-15	8	9	-10	1	1.6	-4	19
36	Cc1ccc(C2C(C#N)=C(N)Oc3n[nH]c(-c4cccnc4)c32)o1 (configuration not stated)	0.8	-10	4	7	8	-6	-0.4	-2	-14
37	O=C(O)c1cn(-c2ccc(F)cc2)c2cc(Cl)c(F)cc2c1=O	-0.1	-6	3	10	-9	-3	0.5	1	2
38	Cn1c(-c2ccccc2)c(Sc2ccccc2)c2cc(-c3ccc4cc[nH]c4c3)ccc21	/	/	-14	1	3	/	0.8	/	3
39	Nc1c(N2CCCCC2)c(=O)[nH]c(=O)n1-c1ccccc1	-0.9	2	0	11	-6	3	0.1	-4	19
40	COC(=O)c1ccccc1Sc1ncnc2onc(C)c12	0.0	-7	-1	4	3	-3	0.6	-2	5
41	CCOC(=O)N1CCN(CC(=O)Nc2cc(C)nn2-c2nc3ccccc3s2)CC1	-0.2	-3	-22	17	-15	-21	1.0	-4	16
42	Cn1ccnc1SCC(=O)Nc1ccc(Cl)cn1	1.4	-2	-18	3	-13	-1	0.3	-5	18
43	CCOC(=O)c1cc(C#N)c(SC)nc1-c1ccccc1	-1.7	-14	31	18	-5	-2	0.4	-7	17
44	CCOC(=O)N1CCC(=NNC(=O)COc2ccc(C#N)cc2)CC1	-0.3	1	-2	-1	-7	1	-0.3	-6	10
45	CCc1cc2c(=O)c(-c3nc4ccccc4n3C)coc2c(CN2CCCCC2C)c1O (configuration not stated)	/	/	-8	7	-5	/	3.7	-6	11
46	CCCNC(=O)N1CCN(c2nc(C(C)C)c3c(c2C#N)CC(C)(C)OC3)CC1	-0.8	3	-12	-1	-12	-22	0.5	-7	28
47	O/N=C/c1cc(Br)cc(Br)c1OCc1ccccc1	0.4	-14	32	14	-5	5	0.1	-5	17
48	C/C(=N\NC(=O)COc1cc(C)cc(C)c1)c1cccc(NC(=O)C2CCC2)c1	1.8	2	20	0	6	-10	-0.1	-4	-24
49	Cc1cc(C)c(S(=O)(=O)N2CCN(C(=O)c3ccc(-n4cncn4)c([N+](=O)[O-])c3)CC2)c(C)c1	8.9	-11	-10	6	16	-17	3.3	-1	-18
50	COc1ccc(C(=O)NCC(=O)N2CCN(c3ccc(Cl)cc3)CC2)cc1	2.8	1	-5	-2	-16	-18	3.9	-4	10
51	COc1ccc(S(=O)(=O)Nc2ccccc2C(N)=O)cc1OC	0.2	2	11	2	-6	-1	0.6	-5	21
52	O=C(c1ccc([N+](=O)[O-])cc1[N+](=O)[O-])n1cnc2ccccc21	1.2	-16	52*	16	-12	-20	7.2	0	15
53	O=[N+]([O-])c1ccc(CN2CCN(c3ccc([N+](=O)[O-])cc3)CC2)cc1	4.8	-22	13	9	-6	7	12	0	-3

Structures from the list above that contain a Cl atom:
item	canonical_smiles	V1aR counter	OXTR potentiate	TAAR1 antagonist	TAAR1 agonist	CHO-K1 Ca antag	CHO parental Ca	M1 ag parental	CHRM1 agonist	M1 PAM parental
7	O=c1[nH]c2ccc(Cl)cc2[nH]1	/	/	-6	2	1	/	0.4	0	-7
16	Cc1cnccc1CN(C)Cc1nc(Cc2ccccc2Cl)no1	10	-11	12	4	9	18	4.9	-4	-13
23	CCCCn1c(N)c(N(CC(C)C)C(=O)c2oc3c(Cl)cccc3c2C)c(=O)[nH]c1=O	-1.4	-6	-29	0	-4	-19	0.5	-1	1
32	Cc1ccc(C)c(OCC(=O)N(Cc2nnc(-c3ccccc3Cl)o2)C2CC2)c1	-1.0	-4	-3	-1	23	-23	1.9	-2	-28
35	CN(C)c1ccc(/C=N/NC(=O)CN(c2cccc(Cl)c2)S(C)(=O)=O)cc1Br	0.6	-15	8	9	-10	1	1.6	-4	19
37	O=C(O)c1cn(-c2ccc(F)cc2)c2cc(Cl)c(F)cc2c1=O	-0.1	-6	3	10	-9	-3	0.5	1	2
42	Cn1ccnc1SCC(=O)Nc1ccc(Cl)cn1	1.4	-2	-18	3	-13	-1	0.3	-5	18
50	COc1ccc(C(=O)NCC(=O)N2CCN(c3ccc(Cl)cc3)CC2)cc1	2.8	1	-5	-2	-16	-18	3.9	-4	10
